BRCA1 expr up – increases BRCA1 expression; Potency, µM (titrated, usually from 46.1 µM), without a hit: at the top dose activation, most hits filed as activators; AID 624202; MCF7-BRCA1-FFLuc reporter, luminescence, 48 h; response scale: scaled: vehicle 0%, 10 µM genistein 100%; hit rate 1.1% among 380,000; further: nearly all actives have a fitted effect of over 80% in size; some results filed as inactive show a strong effect at the top dose
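Reporter cells (MCF7, BRCA1 promoter-firefly luciferase) received library compounds across a concentration series for 48 h. End-point luminescence was measured and concentration-effect curves derived after normalization.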
Gal4-VP16 FLuc – Gal4-VP16 reporter inhibition counter-screen; Potency, µM (titrated, usually from 53.6 µM), for inactives: at the highest dose activity, negative = inhibition, usual class: inhibitors; Drosophila S2 Gal4-VP16 UAS-luciferase, luminescence, 20 h; AID 2546; hit rate 3.5% among 310,000;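 further: Gal4-VP16 expression switched on by copper sulfate through the metallothionein promoter; on the % scale 0 is the no-effect control and ±100 the full control effect; nearly all actives have a fitted effect of over 50% in size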
FLuc modulator – firefly luciferase modulation, counter-screen for miR-21 project; purified FLuc, Km substrates, luminescence inhibition; Potency, µM (top dose mostly 57.5 µM), for the others: at the top dose activity change, negative = inhibition, usual class: inhibitors; hit rate 6.9% among 360,000;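 further: plate controls were vehicle for no effect and reference inhibitor for full effect; nearly all actives have a fitted effect of over 55% in size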
Target sequence (P08659 whole entry, looked up): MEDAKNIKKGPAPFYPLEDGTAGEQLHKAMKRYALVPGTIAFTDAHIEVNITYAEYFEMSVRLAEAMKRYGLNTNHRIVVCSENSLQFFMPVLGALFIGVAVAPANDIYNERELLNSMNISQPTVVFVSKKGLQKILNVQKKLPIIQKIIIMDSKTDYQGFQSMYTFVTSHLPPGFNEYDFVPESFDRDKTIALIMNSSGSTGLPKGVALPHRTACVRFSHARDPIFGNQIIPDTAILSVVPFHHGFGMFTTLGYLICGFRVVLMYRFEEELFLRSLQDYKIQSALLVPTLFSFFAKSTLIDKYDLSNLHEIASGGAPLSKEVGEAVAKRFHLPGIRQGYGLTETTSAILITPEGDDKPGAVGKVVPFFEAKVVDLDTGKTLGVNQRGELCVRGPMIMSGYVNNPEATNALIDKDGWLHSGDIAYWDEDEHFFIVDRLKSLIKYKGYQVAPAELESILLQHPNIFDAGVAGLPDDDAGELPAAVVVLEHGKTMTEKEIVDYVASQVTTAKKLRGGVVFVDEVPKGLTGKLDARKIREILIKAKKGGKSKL
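Purified P. pyralis luciferase (10nM final) with 10uM D-luciferin and 10uM ATP (Km levels) in 50mM Tris acetate pH 7.5, 10mM Mg acetate, 0.01% Tween-20, 0.05% BSA; qHTS 6-point titration, ~60 µM downward; luminescence read.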
MBNL1 CUG block – inhibitors of human MBNL1 binding to CUG repeat RNA. hit rate 0.036% among 280,000. TR-FRET MBNL1-His/biotin-(CUG)12 binding, 665/545 ratio. Potency, µM (titrated, usually from 57.5 µM), without a hit: at the top dose activity change, negative = inhibition, most hits filed as inhibitors. Q9NR56; active means well fitted inhibition curve with a large enough effect in the signal ratio, with a control signal flat, not every such curve was filed as active; inconclusive means small, poorly fitted or top-dose-only effect, or effect the other way, or a change in a side signal; inactive means no such curve, though single readings can be large or run the other way; the % refers to the signal ratio; further: on the % scale 0 is the no-effect control and ±100 the full control effect
Target sequence (Q9NR56 whole entry, looked up): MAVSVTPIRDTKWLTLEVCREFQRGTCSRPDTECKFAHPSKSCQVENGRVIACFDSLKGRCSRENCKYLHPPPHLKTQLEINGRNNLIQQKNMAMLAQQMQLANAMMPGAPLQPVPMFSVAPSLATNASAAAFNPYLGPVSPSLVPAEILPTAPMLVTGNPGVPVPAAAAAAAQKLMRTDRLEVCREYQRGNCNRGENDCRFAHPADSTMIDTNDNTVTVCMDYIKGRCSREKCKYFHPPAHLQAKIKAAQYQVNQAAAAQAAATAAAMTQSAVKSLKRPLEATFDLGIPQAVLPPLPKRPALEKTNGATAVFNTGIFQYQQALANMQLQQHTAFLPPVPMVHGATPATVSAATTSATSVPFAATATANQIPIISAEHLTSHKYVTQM
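Inhibition of protein-RNA binding appears as loss of TR-FRET between terbium anti-His antibody on MBNL1-His and streptavidin-XL665 on biotin-(CUG)12. Activity is normalized to buffer-only and uninhibited-complex controls.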
RORg inh – inhibitors of mouse ROR gamma transcriptional activity | hit rate 5.4% among 310,000 | AID 2551 | Potency, µM (titrated, usually from 53.6 µM), inactives show top-dose activity change, negative = inhibition, actives largely listed as inhibitors | Drosophila S2 Gal4-RORgamma UAS-luciferase reporter, 20 h; further: on the % scale 0 is the no-effect control and ±100 the full control effect; nearly all actives have a fitted effect of over 60% in size
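Using a luciferase readout, inhibitors were identified by reduced reporter activity in Drosophila cells coexpressing a copper-inducible Gal4–ROR gamma fusion and UAS-driven Photinus luciferase, incubated 20 hr after 700 uM copper sulfate.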
p53 reactivation – restores transcriptional activity of mutant p53 | AID 504706 | hit rate 0.063% among 320,000 | Potency, µM (highest dose often 92.2 µM), inactives show at the top dose activity change, positive = activation, actives largely listed as activators | H1299 p53-A138V BP100-luciferase reporter, luminescence, 24 h; further: % of control where 0% means no effect; nearly all actives have a fitted effect of over 45% in size
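p53-null H1299 cells stably carrying temperature-sensitive p53-A138V and a BP100-luciferase reporter were pinned with compounds (4-point, 1:5 series) and held 24 hrs at 37 deg C. Luminescence was read 10 min after detection reagent.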
NPC1 promoter act – NPC1 promoter activation | Huh7 NPC1 promoter luciferase reporter, 24 h | Potency, µM (highest dose often 9.22 µM), without a hit: at the top dose activation, actives largely listed as activators | hit rate 2.4% among 320,000 | AID 485313;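 further: % of control where 0% means no effect; nearly all actives have a fitted effect of over 60% in size; reporter is driven by a mutant NPC1 promoter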
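In 1536-well qHTS, Huh7 cells harboring an NPC1 promoter–luciferase construct received compound for 24 h; activation was quantified by luminescence following luciferase reagent addition.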
uPA surface inh – cell surface uPA generation inhibition; hit rate 0.31% among 330,000; cell surface uPA generation assay, qHTS; Potency, µM (top dose mostly 38.3 µM), for the others: at the top dose activity change, negative = inhibition, most hits filed as inhibitors; active means well fitted inhibition curve with a large enough effect; inconclusive means small, poorly fitted or top-dose-only effect; inactive means no such curve, though single readings can be large or run the other way; tested in mouse RAW 264.7 cells; further: on the % scale 0 is the no-effect control and ±100 the full control effect; nearly all actives have a fitted effect of over 55% in size
Rab9 promoter act – Rab9 promoter activation; hit rate 2.8% among 320,000; Huh7 Rab9 promoter-luciferase reporter, luminescence, 24 h; Potency, µM (top dose mostly 9.22 µM), for inactives: at the top dose activation, negative = inhibition, hits mostly activators; further: % of control where 0% means no effect; nearly all actives have a fitted effect of over 60% in size
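Luminescence read-out: Huh7 cells stably expressing Rab9-luciferase, treated 24 h with compound at 37 °C, then lysed with luciferase reagent for 10 min at ambient before reading.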
ELG1 genotox – genotoxicity induction in ELG1-luciferase HEK293T cells; HEK293T ELG1-luciferase reporter, luminescence, 16 h; Potency, µM (titrated, usually from 46 µM), for the others: at the top dose activity change, positive = activation, most hits filed as activators; hit rate 1.3% among 330,000; AID 504466; further: % of control where 0% means no effect; nearly all actives have a fitted effect of over 60% in size
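HEK293T cells expressing luciferase-tagged ELG1 were exposed to compound or DMSO vehicle for 16 hr at 37 °C and 5% CO2. Luciferase activity was then measured with ONE-Glo after 30 min at room temperature.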
* marks the source's active call; other numbers are inactive results; ? = inconclusive; . = not tested or not shown; & = joins results of further samples; [ ] = another dose, or the depositor's remark. Unless noted, the call rests on the fitted dose curve; in most records, active means well fitted curve in the direction sought with a large enough effect; inconclusive means small, poorly fitted or top-dose-only effect, or another doubt; inactive means no such curve, though single readings can be large; an effect the other way counts as inactive or inconclusive. Potency means the concentration at half of the fitted maximal effect.

SMILES	BRCA1 expr up	Gal4-VP16 FLuc	FLuc modulator	MBNL1 CUG block	RORg inh	p53 reactivation	NPC1 promoter act	uPA surface inh	Rab9 promoter act	ELG1 genotox
CCCNC(=O)c1csc(Nc2cccc3ccccc23)n1	-56%	0%	?	10%	25%	-6%	-1%	-19%	-3%	-6%
CCOCCCNC(=O)C1(O)c2ccccc2NC(=O)N1c1ccc(C)c(C)c1 (stereo not given)	-2%	0%	-2%	-6%	2%	-3%	-4%	-10%	-9%	0%
O=C(Oc1ccccc1C(=S)N1CCOCC1)c1ccc([N+](=O)[O-])cc1[N+](=O)[O-]	0%	?	-2%	?	?	21%	12%	-2%	-4%	9%
CC(OC(=O)CNC(=O)c1ccc(Cl)c([N+](=O)[O-])c1)C(=O)NCc1ccco1 (stereo not given)	-3%	.	-2%	.	.	-5%	7%	2%	-4%	3%
COc1cccc(NC(=O)Cn2c3ccc(F)cc3c3nc4n(c(=O)c32)CCS4)c1	-30%	-12%	2%	11%	-23%	-6%	1%	-1%	3%	2%
O=c1[nH]c(C2CCN(S(=O)(=O)c3ccc4c(c3)OCCO4)CC2)nc2c1nnn2Cc1ccccc1	-20%	-1%	1%	-5%	27%	0%	-8%	13%	-1%	-1%
COc1ccc(NC2CCCN(C(=O)CCN3CCCC3=O)C2)cc1 (stereo not given)	14%	-4%	2%	-6%	-3%	3%	0%	5%	-8%	-1%
Cc1c(Cc2ccc3c(c2)OCO3)sc(NC(=O)c2ccc3ccccc3c2)c1C(N)=O	11%	5%	-6%	15%	1%	6%	17%	-1%	19%	13%
COc1cccc(-c2nc(C=O)cs2)c1	35%	5%	-19%	0%	-5%	6%	3%	-19%	0%	4%
COc1ccc(N(CC(=O)Nc2ccc3c(c2)OCCO3)S(=O)(=O)c2cccnc2)cc1	2%	8%	5%	-6%	8%	6%	3%	8%	-5%	2%
CCOC(=O)[C@@H]1[C@H]2COc3ccccc3[C@@H]2N2C(=O)N(c3ccc(C)cc3)C(=O)[C@]12C	11%	-2%	9%	-5%	4%	.	-2%	-1%	0%	1%
Clc1ccc(-c2nc3ccncc3[nH]2)cc1	?	6%	11µM*	.	17%[10 µM]	?	?	-4%	?	?

3 entries from above, ordered by the value under uPA surface inh, falling:
SMILES | uPA surface inh
COc1ccc(N(CC(=O)Nc2ccc3c(c2)OCCO3)S(=O)(=O)c2cccnc2)cc1 | 8%
CCOCCCNC(=O)C1(O)c2ccccc2NC(=O)N1c1ccc(C)c(C)c1 (stereo not given) | -10%
CCCNC(=O)c1csc(Nc2cccc3ccccc23)n1 | -19%

Next compounds.
SMILES	BRCA1 expr up	Gal4-VP16 FLuc	FLuc modulator	MBNL1 CUG block	RORg inh	p53 reactivation	NPC1 promoter act	uPA surface inh	Rab9 promoter act	ELG1 genotox
CC(CN1CCOCC1)OC(=O)c1ccc(Cl)cc1Cl (stereo not given)	37%	-4%	?	2%	-11%	18%	14%	-3%	26%	6%
CCCOc1ccc(N2C(=O)CC(N(CCOC34CC5CC(CC(C5)C3)C4)C(C)=O)C2=O)cc1 (stereo not given)	-21%	-15%	-16%	.	-24%	-2%	-9%	8%	1%	-13%
O=C(Nc1nnc(Cc2ccc([N+](=O)[O-])cc2)s1)Nc1ccccc1F	4%	7%	0%	-6%	4%	3%	-7%	9%	-9%	?
CSc1nc(NS(=O)(=O)c2cc(C)c(Cl)cc2Cl)nn1C	17%	-8%	-4%	-3%	-5%	2%	0%	2%	-1%	13%
C=CCN(c1nc(C)cc(OC)n1)S(=O)(=O)c1ccccc1	-2%	4%	0%	-6%	9%	.	0%	-14%	1%	-4%
O=C(CSc1nnc(-c2cccnc2)n1Cc1ccccc1)NCc1ccccc1	1%	2%	4%	7%	1%	-5%	-1%	-2%	-8%	2%
Cc1cc(C)nc(NC(=O)CCC2CCCC2)c1	2%	27%	?	-10%	7%	10%	3%	-1%	-7%	2%
Cc1cccc(-n2cc(C#N)c(=O)[nH]c2=O)n1	0%	6%	3%	-11%	0%	-2%	-1%	-1%	-10%	0%
CCOc1ccccc1Oc1c(C)oc2cc(OC(=O)N3CCOCC3)ccc2c1=O	0%	1%	6%	7%	4%	4%	1%	-10%	2%	0%
COC(=O)N/N=C/c1cc(Cl)cc(Cl)c1OCc1ccc(F)cc1	-19%	-26%	-3%	-6%	-1%	-2%	-3%	5%	-5%	2%
CCOc1ccc(C(=O)/C=C/Nc2ccc(S(=O)(=O)Nc3onc(C)c3C)cc2)cc1	55%	-10%	15µM*	.	0%	29%	-1%	3%	14%	?
CCc1cc2c(=O)c(-c3nc(C)cs3)c(CCCC(=O)O)oc2cc1O	-17%	-11%	?	-2%	-4%	1%	-3%	1%	6%	1%
FC(F)(F)c1cccc(N2CCc3cn[nH]c32)c1	65%	-18%	24µM*	-3%	?	?	10%	0%	-1%	14%
Cc1cc(C(=O)OCC(=O)NCc2ccc(Cl)cc2Cl)c(C)o1	-5%	.	.	.	.	-6%	-1%	-7%	-3%	2%
Cc1ccc(CN2CCN(Cc3cccn3-c3ccccn3)CC2CCO)o1 (stereo not given)	-9%	1%	1%	1%	15%	-2%	3%	4%	9%	-1%
C=CCn1c(=O)/c(=C/c2ccc(Cl)cc2)s/c1=C(/C#N)c1nnc2n1CCCCC2	-35%	-10%	4%	14%	-14%	0%	-3%	-9%	0%	-33%[inhibitor]
COCc1n[nH]c(=S)n1-c1cccc2ccccc12	-6%	-10%	-2%	11%	?	15%	1%	2%	-4%	1%
COc1ccc(N2CC(O)(c3ccc(OC(F)F)cc3)[N+]3=C2CCCC3)cc1 (stereo not given)	-28%	-11%	0%	-4%	7%	4%	-5%	-3%	-1%	-3%
Cc1ccc(C2=Nc3ccccc3NC(C)(c3ccc(C)o3)C2)o1 (stereo not given)	13%	-3%	?	?	27%	?	-3%	-6%	4%	?
CCc1cccc(NC(=O)CCc2nc(-c3cccs3)no2)c1	0%	-6%	-5%	?	166%	-2%	1%	2%	-5%	13%
Cc1cc(C)cc(NC(=O)CCC(=O)Nc2cc(C)on2)c1	5%	-16%	1%	-6%	-6%	2%	-2%	14%	0%	?
NC(=O)c1nsc(C(=O)N(Cc2ccco2)C(C(=O)NCc2ccccc2)c2ccc(O)cc2)c1N (stereo not given)	-27%	3%	1%	?	?	-2%	-3%	0%	-3%	-13%
O=C(Cc1coc2cc3c(cc12)CCC3)NCC1(N2CCCCC2)CCCCC1	-40%	-4%	-2%	3%	-33%	-24%	-5%	5%	0%	2%
CC(C)NC(=O)N(O)C1N(Cc2ccc3c(c2)OCO3)C(=S)SC1(C)C (stereo not given)	-32%	1%	0%	1%	10%	2%	1%	-1%	-5%	0%
CCOc1ccc(-n2c(N)c(C(=O)N3CCN(C)CC3)sc2=S)cc1	41%	8%	0%	?	-7%	0%	-1%	-16%	-2%	-3%
COc1ccc(NC(=O)Nc2cnccn2)cc1OC	1%	-1%	4%	-20%	19%	-1%	-4%	6%	2%	1%
CCOC(=O)C(=O)C1C(=O)Nc2ccccc21 (stereo not given)	0%	-20%	-1%	?	13%	1%	-2%	3%	-3%	1%
Cc1ccc(C)c(N2CCN(C(=O)c3ccc(CS(=O)Cc4cccc(Cl)c4)o3)CC2)c1 (stereo not given)	-37%	-7%	0%	-1%	-13%	-4%	-2%	0%	-4%	-13%
COc1ccc(NC2CCCN(C(=O)CSc3ccccn3)C2)cc1OC (stereo not given)	-3%	14%	2%	19%	2%	13%	0%	-3%	0%	-4%
N=c1c2c3c(sc2ncn1CCCO)CCCC3	6%	-1%	2%	1%	31%	4%	5%	-1%	18%	2%
O=C1C(=O)N(CCS(=O)(=O)c2ccccc2)c2ccc(Cl)cc21	-75%	3%	-7%	4%	10%	-21%	7%	?	5%	?
O=C(Nc1cccc(OCC(=O)N2CCOCC2)c1)c1ccc(C(F)(F)F)cc1	8%	-6%	15µM*	1%	?	6%	-6%	-3%	-15%	-15%
O=C(CNC(=O)c1cccc(F)c1)OCC(=O)N1CCN(C(=O)c2ccco2)CC1	-5%	-3%	-2%	1%	-12%	-2%	-1%	5%	0%	1%
Cc1nc(NC(=O)c2ccc(-c3cc4ccccc4oc3=O)cc2)ccc1Br	1%	3%	-1%	.	28%	0%	-2%	6%	-3%	0%
Cc1onc(-c2ccccc2)c1C(=O)N/N=C/c1ccccc1OC(C)C	1%	-19%	-3%	-8%	?	-16%	-7%	6%	0%	-15%
COc1ccccc1N1CCN(C(=O)/C=C/c2cccc([N+](=O)[O-])c2)CC1	-12%	2%	13%	.	40%	-2%	1%	1%	8%	-4%
COc1ccccc1NC(=O)CCCc1nnc2n(C)c(=O)c3sccc3n12	1%	4%	-1%&0%	-2%	12%	0%	-5%	2%	2%	4%

3 compounds from above with just uPA surface inh:
Compound	uPA surface inh
N=c1c2c3c(sc2ncn1CCCO)CCCC3	-1%
O=C1C(=O)N(CCS(=O)(=O)c2ccccc2)c2ccc(Cl)cc21	?
O=C(Nc1cccc(OCC(=O)N2CCOCC2)c1)c1ccc(C(F)(F)F)cc1	-3%
